Source: PubChem (The Scripps Research Institute Molecular Screening Center)
GBA enhancer: GBA activity enhancers in patient fibroblasts, primary screen, cell-based | Lysosomal acid glucosylceramidase (Homo sapiens), P04062 | L444P Gaucher fibroblasts, 4-MU-glucoside fluorescence, 3 days | AID 784, 2007 | activation, % at 10 µM | 0.44% of 30,000 active; in the data active means activation above about 65%;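 further: 0% = vehicle wells and 100% = positive control wells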
Target sequence (P04062 whole entry L483P): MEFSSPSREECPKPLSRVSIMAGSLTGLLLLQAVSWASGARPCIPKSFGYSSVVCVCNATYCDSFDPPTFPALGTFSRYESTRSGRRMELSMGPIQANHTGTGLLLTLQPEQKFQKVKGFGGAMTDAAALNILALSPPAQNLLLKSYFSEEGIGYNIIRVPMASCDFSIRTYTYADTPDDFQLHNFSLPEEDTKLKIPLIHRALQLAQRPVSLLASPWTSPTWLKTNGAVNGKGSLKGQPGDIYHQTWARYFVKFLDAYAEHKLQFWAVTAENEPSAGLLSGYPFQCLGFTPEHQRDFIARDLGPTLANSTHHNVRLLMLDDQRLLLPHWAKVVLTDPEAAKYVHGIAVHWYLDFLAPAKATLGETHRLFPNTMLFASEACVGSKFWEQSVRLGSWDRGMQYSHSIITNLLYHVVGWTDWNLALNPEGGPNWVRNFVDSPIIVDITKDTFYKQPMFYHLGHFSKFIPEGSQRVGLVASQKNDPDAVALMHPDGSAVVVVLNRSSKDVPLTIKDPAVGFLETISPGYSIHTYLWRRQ
An asterisk follows results filed as active. The list is partial, so the mix of outcomes need not match the whole.

Start of the listing, in advance (2 entries):
SMILES	GBA enhancer
CC(=O)N1CCC(O)(c2cccc(C(F)(F)F)c2)CC1	-13
CCCNc1nc2c(c(=O)n(C)c(=O)n2C)n1CCC(C)C	1

Results, from the first entry:
SMILES	GBA enhancer
CC(=O)N1CCC(O)(c2cccc(C(F)(F)F)c2)CC1	-13
CCCNc1nc2c(c(=O)n(C)c(=O)n2C)n1CCC(C)C	1
C1CN(c2nc3nonc3n3nnnc23)CCO1	-28
CCOC(=O)Cc1csc(NC(=O)CSc2nnc(-c3ccncc3)n2Cc2ccco2)n1	25
Cc1ccc(Nc2nc(Oc3ccc(=O)[nH]n3)nc(N(C)C)n2)cc1	24
CCCCN=C(C)C1=C(O)CSC1=O	-47
c1cncc(CNc2c3c(nc4nnnn24)CCCC3)c1	-55
CCOC(=O)c1nnn(-c2nonc2N)c1CSc1ccc(C)cc1	-15
COc1ccc(N2C(C)=CS/C2=C(/C#N)c2nnc(N3CCOCC3)n2-c2ccccc2)cc1	3
O=C(NCCc1c[nH]c2ccccc12)c1c(Cl)nc2sccn12	-24
O=C(Nc1nc2c(s1)CCc1ccccc1-2)c1cccs1	-1
CC(C)CCOc1ccc(C(=O)NCCC(=O)N2CCOCC2)cc1	5

In another format: two of the compounds above
| Molecule | GBA enhancer |
| --- | --- |
| O=C(Nc1nc2c(s1)CCc1ccccc1-2)c1cccs1 | -1 |
| CC(C)CCOc1ccc(C(=O)NCCC(=O)N2CCOCC2)cc1 | 5 |

Following part:
SMILES	GBA enhancer
CCC(=O)N1CCN(c2ccccc2NC(=O)COc2cc(C)ccc2C(C)C)CC1	-1
Clc1cc(Cl)c(OCc2nc(-c3ccccn3)no2)cc1Cl	0
COC(=O)c1cc(=O)n(Cc2cccs2)c(=NCc2cccs2)s1	-32
COCCCN(C(=O)c1ccco1)c1nc(-c2cc(OC)ccc2OC)cs1	-22
CCOC(=O)C(NC(=O)Nc1cccc(C)n1)(OCC(F)(F)F)C(F)(F)F (stereo unspecified)	6
CCC(=O)N1CCN(c2cc3c(cc2F)c(=O)c(C(=O)O)cn3CC)CC1	-33
CC(C)CNC(=O)NC1C(NC(=O)NCC(C)C)N(C)C(=O)N1C (stereo unspecified)	-26
O=C(NCc1ccco1)C(Cc1ccccc1)N1C(=O)C2C3C=CC(C3)C2C1=O (stereo unspecified)	-22
CNC(=O)CN(c1cccc(Br)c1)S(C)(=O)=O	22
O=C(CSCC(=O)Nc1nccs1)Nc1ccccc1	2
C=CCn1c(=O)c2ccccc2n2c(SCC(=O)N3CCCc4ccccc43)nnc12	-12
CC(=O)Nc1ccc2c(c1)C(=O)N(C1CCCCC1)C2=O	-4
c1ccn2c(SCc3cn4ccsc4n3)nnc2c1	-12
CCOCCn1c(CN2CCCCC2)nc2c1c(=O)n(C)c(=O)n2C	-11
CCC(=O)N1CCc2cc(S(=O)(=O)NCCC(=O)Nc3cc(C)cc(C)c3)ccc21	5
O=C(NC1(C(F)(F)F)NC(=O)N(C2CCCC2)C1=O)C1CC1 (stereo unspecified)	2
COc1nc(N2CCCC2)nc(-n2cc(-c3ccccc3)nn2)n1	5
CCOC(=O)N1CCc2c(sc3c2C(=O)NC(c2ccc(-c4ccc(Cl)cc4)o2)N3)C1 (stereo unspecified)	-13
O=c1c2ccccc2nc(SCc2cn3ccsc3n2)n1-c1ccccc1	14
c1ccc(OCCOc2ncnc3sccc23)cc1	-4
COc1ccccc1Cn1nnc2c(=O)[nH]c(C3CCN(C(=O)c4ccc(C)cc4)CC3)nc21	-18
CC(C)C(NS(=O)(=O)c1cccc2nsnc12)C(=O)N1CCc2ccccc2C1 (stereo unspecified)	-38
COc1ccc2cc3cc(C(=O)NCCN4CCc5ccccc5C4)oc3nc2c1	31
COc1ccccc1OCc1ccc(C(=O)NC(C)(C)C)o1	-11
O=C1OC(N2CCN(c3ccccn3)CC2)c2ccccc21 (stereo unspecified)	4
CCOc1ccccc1N(C(=O)c1snc(C(N)=O)c1N)C(C(=O)NCCC(C)C)c1ccco1 (stereo unspecified)	8
COc1ccccc1NC(=O)c1nc[nH]c1C(=O)Nc1ccccc1OC	31
CC12CC(NC(=O)N1c1cccc(C(=O)N3CCN(c4ccccn4)CC3)c1)c1ccccc1O2 (stereo unspecified)	-33
COc1ccc(C2C3=C(CC(C)(C)CC3=O)Oc3ncn(CCCn4ccnc4)c(=N)c32)cc1 (stereo unspecified)	21
COc1ccc(C2C3=C(CCCC3=O)Nc3nc(SCc4ccccc4)nn32)cc1OC (stereo unspecified)	-4
Cc1cccc(NC(=O)C(C)Oc2ccccc2C)n1 (stereo unspecified)	-4
CC(=O)Nc1ccc(Oc2nc(C)cc(C)n2)cc1	9
O=c1c2cc3c(=O)n(CC4CCCO4)c(=O)c3cc2c(=O)n1CC1CCCO1 (stereo unspecified)	19
Cc1nnc2ccc(N3CCC4(CC3)OCCO4)nn12	0
O=C(CSc1nc2ccccc2c(=O)[nH]1)Nc1ccc(S(=O)(=O)N2CCCC2)cc1	-2
COc1ccccc1N=c1oc2cc(O)ccc2cc1C(N)=O	-2
COc1ccc(-n2nc3cc(C)c(N)c(Br)c3n2)cc1	-15
COc1ccc(-c2noc(CSc3nc4ccccc4c(=O)n3-c3ccccc3)n2)cc1	-4
COc1ccc(OC)c(NC(=O)Cn2cccc2)c1	8
COC(=O)Nc1nc2c(s1)CCCC2	-6
CCCCn1c(SCC(=O)NCc2cccs2)nc2c1c(=O)n(C)c(=O)n2C	-12
COc1cc(C(=S)N2CCCCC2)ccc1OCC(=O)N1CCCC1	-23
COc1cccc2cc(NC(=O)C3CCCCC3)c(=O)oc12	61
CCOc1ccccc1NC(=O)CN(c1ccc(C)cc1)S(=O)(=O)c1c(C)noc1C	-16
Cc1ccc(N2CC(C(=O)N3CCN(C(=O)c4ccco4)CC3)CC2=O)cc1 (stereo unspecified)	-10
CC1CCCC(C)N1CCNC(=O)CCn1nc(-c2ccccc2)ccc1=O (stereo unspecified)	-46
Cc1ccc(Cn2c(CN3CC(C)OC(C)C3)nc3c2c(=O)[nH]c(=O)n3C)cc1 (stereo unspecified)	-13
COC(=O)c1cccc(N(C(=O)c2cnccn2)C(C(=O)NCc2ccccc2)c2ccco2)c1 (stereo unspecified)	10
CCOC(=O)N1CCN(c2nc(-c3ccc(OC)cc3)no2)CC1	-4
C=CCCC(=O)Nc1ccc(COC(=O)N2CCOCC2)cc1	-18
CCn1c2ccccc2c2nnc(SCc3cc(=O)n4ccsc4n3)nc21	-50
CCOC(=O)CSc1nnc(CSc2nc(C)cc(C)n2)n1Cc1ccco1	-21
O=C(Cn1c(=O)sc2ccccc21)NCCOc1ccccc1F	15
CC1(C)CC(=O)C2=C(C1)OC(N)=C(C#N)C2C1CC=CCC1 (stereo unspecified)	19
COc1ccc(CC(=O)Nc2cc(Cl)ccc2O)cc1	-13
CCOC(=O)N1CCN(Cc2nc3c(c(=O)[nH]c(=O)n3C)n2Cc2cc(C)ccc2C)CC1	-9
O=C(OCc1nnc(-c2ccccc2)o1)C1=COCCO1	6
O=C(NCc1cccc(Cl)c1)c1cnccn1	-6
COc1ccccc1-n1c(C)nnc1SCC(=O)Nc1cccc(C(C)=O)c1	-13
Cc1ccc(S(=O)(=O)NCc2ccc(C(=O)N(C)CCC#N)cc2)cc1	-42

7 entries out of the list, sorted by count of non-hydrogen atoms, highest first:
SMILES	GBA enhancer
O=c1c2cc3c(=O)n(CC4CCCO4)c(=O)c3cc2c(=O)n1CC1CCCO1 (stereo unspecified)	19
COc1cc(C(=S)N2CCCCC2)ccc1OCC(=O)N1CCCC1	-23
CCOC(=O)N1CCN(c2nc(-c3ccc(OC)cc3)no2)CC1	-4
O=C(NCCc1c[nH]c2ccccc12)c1c(Cl)nc2sccn12	-24
O=C(NC1(C(F)(F)F)NC(=O)N(C2CCCC2)C1=O)C1CC1 (stereo unspecified)	2
Cc1cccc(NC(=O)C(C)Oc2ccccc2C)n1 (stereo unspecified)	-4
COc1ccc(OC)c(NC(=O)Cn2cccc2)c1	8

Next entries.
SMILES	GBA enhancer
O=S(=O)(c1cccs1)n1cccn1	-49
O=C(OCc1c(Cl)cccc1Cl)c1ccccn1	-1
CC(C)(C)c1nnc(NC(=O)C2CCN(c3ncccn3)CC2)s1	-12
CCc1sc(NC(=O)COC)nc1-c1ccccc1	-22
CCNC(=O)NC(=O)CSc1cccc(C(F)(F)F)c1	-32
COC(=O)c1ccc(C(=O)OC)c(NC(=O)CN2CCN(c3ccccc3OC)CC2)c1	22
COc1cccc(CC(=O)Nc2nccs2)c1	3
O=C1CCC(=O)N1CCOP1(=O)COc2ccccc2OC1	14
COCCn1nnnc1C(c1ccccn1)N1CCN(c2cc(C)ccc2C)CC1 (stereo unspecified)	-10
CCCCCCn1c(N2CCN(c3ccccc3)CC2)nc2c1c(=O)[nH]c(=O)n2C	-13
CCS(=O)(=O)N1CCC(C(=O)Nc2cccc(C(C)=O)c2)CC1	-13
Cc1nn(CCO)c(C)c1Oc1ccccc1O	-3

Taken from above:
In GBA enhancer, `CCS(=O)(=O)N1CCC(C(=O)Nc2cccc(C(C)=O)c2)CC1` is listed with -13
In GBA enhancer, `Cc1nn(CCO)c(C)c1Oc1ccccc1O` is listed with -3
In GBA enhancer, `COCCn1nnnc1C(c1ccccn1)N1CCN(c2cc(C)ccc2C)CC1` (stereo unspecified) is listed with -10
In GBA enhancer, `O=S(=O)(c1cccs1)n1cccn1` is listed with -49

(next part)
SMILES	GBA enhancer
COc1ccc(NC(=O)CSc2nnc(-c3ccccc3C)n2C)cc1	-31
CCOC(=O)c1nn(-c2ccccc2)c(C(=O)OCC)c1N	6
CC(C)(Oc1ccc(Cl)cc1)C(=O)NC1CCSC1=O (stereo unspecified)	-9
Cc1ccc(S(=O)(=O)CCC(=O)OCC(=O)Nc2ncc(Cl)cc2Cl)cc1	-30
O=C(OCCOc1ccccc1Cl)c1ccc(-n2cnnn2)cc1	-4
c1ccc2c(c1)C(=NCC1CCCO1)NC2=NCC1CCCO1 (stereo unspecified)	35
COc1ccc(Cl)cc1Nc1nc(C)cc(=O)[nH]1	-8
Cc1ccc(-c2nc(N)n(S(C)(=O)=O)n2)cc1	20
O=C(CN1C(=O)c2ccccc2C1=O)OCC(=O)N1CCc2ccccc2C1	4
CC(=O)c1ccc(N2CCN(C(=O)CCS(=O)(=O)c3ccc(C)cc3)CC2)cc1	-18
COc1ccc(N2C(=O)C3CCCN3C2c2ccc(C)cc2)cc1Cl (stereo unspecified)	-12
O=C(Cc1c(C(=O)O)[nH]c2ccc(Cl)cc12)Nc1ccc2c(c1)OCCO2	-9
Nc1cc(=O)[nH]c(SCc2cccc(Cl)c2)n1	-37
Cc1ccc2c(c1)N(CCC(=O)NCC1COc3ccccc3O1)C(=O)CO2 (stereo unspecified)	-10
Cc1csc(N2CCc3ccccc32)n1	14
CCC(C)Sc1nc2c(c(=O)[nH]c(=O)n2C)n1CC(O)COc1cccc2ccccc12 (stereo unspecified)	-21
Cc1cc(=O)n2nc(N3CCC(C(=O)NCCC4=CCCCC4)CC3)sc2n1	-11
COc1ccc(O)c(-c2[nH]ncc2C(=O)c2ccccc2)c1	-59
COc1cccc(OCC(O)CN2CC(C)CC(C)C2)c1 (stereo unspecified)	-19
Cc1cc2cc(CN(CCCN3CCOCC3)C(=O)NC3CCCCC3)c(=O)[nH]c2cc1C	2
O=C(CCCC(=O)N(CC(=O)NC1CCCCC1)CC1CCCO1)Nc1ccccn1 (stereo unspecified)	3
CC(C)NC(=O)c1ccc2c(c1)N(CC(=O)N1CCOCC1)C(=O)C(C)(C)O2	-29
COC(=O)c1cccc(NC(=O)CSc2nnc(COc3ccccc3)n2C)c1	-14
CCCCC(=O)Nc1nn(C)c2nc3c(C)cccc3cc12	-12
Cc1ccc(N(C(C)C(=O)O)S(=O)(=O)c2c(C)n[nH]c2C)cc1 (stereo unspecified)	8
CCc1nnc(NC(=O)CSc2nnc(-c3ccccc3O)n2-c2ccc(C)cc2)s1	-20
CC(C)[C@H](NC(=O)OC(C)(C)C)c1nnc(SCc2cccc(F)c2)o1	-33
c1ccc(Cn2c(SCCN3CCOCC3)nnc2-c2cccnc2)cc1	-10
Cc1noc(C)c1C(=O)NCCc1ccc(Cl)cc1	-3
CCOc1ccc(OCC(=O)Nc2ccc(S(=O)(=O)Nc3cc(C)nc(C)n3)cc2)cc1	-6
O=C1CN(C(=O)OCc2ccccc2)c2ccccc2N1	3
CN1CCN(C(=O)c2cc(-c3cccc(Cl)c3)on2)CC1	-7
O=C(CCn1cccc1)NCc1ccc2c(c1)OCO2	-28
COc1ccccc1NC1=C(C)C(=O)CC1	-22
O=C(O)c1cc(-c2ccc3c(c2)OCO3)nc2ccccc12	-1
Cc1c(C(=O)Nc2cccc3cccnc23)oc2ccccc12	-24
O=C(CCCCCn1c(=S)[nH]c2cc3c(cc2c1=O)OCO3)N1CCN(C(=O)c2ccco2)CC1	13
CCN(CC)S(=O)(=O)c1ccc2c(c1)c(=O)c(C(=O)NCCN(C)CCc1ccccc1)cn2C	3
CC(C)C(NCc1c(Cl)cccc1Cl)C(=O)O (stereo unspecified)	-10
COc1ccc(S(=O)(=O)n2nc(OC(=O)C3CCCCC3)cc2N)cc1	-8
COc1cc(Cl)cc(C#N)c1OCC(=O)O	-78
CCOC(=O)Cc1csc(NC(=O)c2ccc(Br)s2)n1	3
O=C(O)C1C2CCC(O2)C1C(=O)Nc1cccc(F)c1 (stereo unspecified)	17
COCc1nnc(NC(=O)CCCCCN2C(=O)c3ccccc3C2=O)s1	-2
Nc1ccc(Sc2nnnn2-c2ccccc2)c(Cl)c1	-33
O=C(NC1CCCC1)C1C2C=CC(C2)C1C(=O)N1CCOCC1 (stereo unspecified)	-9
COc1ccc(CNC(=O)C(c2cccs2)N(C(=O)c2csnn2)C2CC2)cc1 (stereo unspecified)	0
CS(=O)(=O)Nc1ccccc1C(=O)c1ccccc1	-33
Nn1c(SCC(=O)NCc2ccccc2)nnc1C1CC1	-1
N=C1C(c2nc(-c3ccc(F)cc3)cs2)=C(O)CN1CCCN1CCOCC1	-7
COc1cc(C(=O)Nc2cc(-c3ccccc3)[nH]n2)cc(OC)c1OC	8
CCOC(=O)Cn1nnnc1CN(Cc1ccc(OC)cc1)Cc1cc2cc(C)ccc2[nH]c1=O	1
CCN(C(=O)c1cc2cccc(OC)c2oc1=O)c1ccccc1	-18
